# T cell modulator = T cell immune modulators affecting CD8 T cell-vesicle binding. 2C CD8+ T cell-vesicle binding, flow cytometry; hits give low values. calls only at 7 µM. 0.068% of 330,000 active;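 active means response, share of CD8 T cells binding vesicles, and their 90th percentile fluorescence all below set limits, cut at about 80% in these data, passing the limit was not always enough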
#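 Assay system: 2C TCR transgenic mouse naive CD8+ T cells, MACS-purified | Read-out: CD8+ gate FL2 mean fluorescence as % of same-row positive control | Signal: High-throughput flow cytometry with anti-B7-1 and anti-CD8 staining | Timing: Binding step 1.5 h, 37 °C, antibody labelling 20 min, ice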
# Large T inhibition = SV40 large T antigen inhibitors, biochemical (AID 1903); SV40 large T antigen ATPase/helicase inhibition assay; higher % means a stronger effect; inhibition, % at 20 µM; hits with a dose series show IC50 in µM; 0.39% of 310,000 active; in the data active means a potency from the dose series; inconclusive means inhibition mostly from about 32% at the one dose, without a potency; inactive means the rest, 99 in 100 with inhibition below about 32%; further: strong numbers were not always called active
# NTR1 agonist = agonists of NTR1, primary screen, imaging, U2OS cells, beta-arrestin-GFP, high content (AID 493036); P30989; NTR1-U2OS beta-arrestin-GFP spot imaging, agonist mode; activation, % at 20 µM; 0.17% of 330,000 active;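 active means activation at or above 40% of the spot to cytoplasm intensity ratio, with at least 20 cells analyzed; inconclusive means wells under 20 cells, flagged as cytotoxic or low count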;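 further: 0% = DMSO without peptide and 100% = 100 nM NTR1 peptide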
# Target sequence (P30989 whole entry, looked up): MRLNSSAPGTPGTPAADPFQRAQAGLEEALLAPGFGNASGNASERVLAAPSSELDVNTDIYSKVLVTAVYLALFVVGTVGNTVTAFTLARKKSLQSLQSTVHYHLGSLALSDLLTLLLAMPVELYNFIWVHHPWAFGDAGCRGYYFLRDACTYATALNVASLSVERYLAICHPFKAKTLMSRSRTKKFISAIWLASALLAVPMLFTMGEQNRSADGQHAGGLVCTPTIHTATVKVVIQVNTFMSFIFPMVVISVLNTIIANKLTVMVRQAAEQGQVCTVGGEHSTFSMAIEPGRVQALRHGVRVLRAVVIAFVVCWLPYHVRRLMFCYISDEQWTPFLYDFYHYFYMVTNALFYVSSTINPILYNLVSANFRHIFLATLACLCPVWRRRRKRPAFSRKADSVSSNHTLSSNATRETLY
# MgcRacGAP inhibition = MgcRacGAP GTPase-activating activity inhibitors, confirmation, biochemical, ADP Hunter fluorescence; MgcRacGAP-stimulated Rac1 GTP hydrolysis, ADP Hunter fluorescence; higher % means a stronger effect; GST-tagged Rac1 F28L mutant substrate; inhibition, % at 30 µM; hits with a dose series show IC50 in µM; 0.6% of 340,000 active;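 active means first-screen hits whose inhibition reached a set limit at any dose in the follow-up dose series; inconclusive means inhibition above the set first-screen limit but never retested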;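 further: fluorescence reports GDP produced by GAP-driven GTP hydrolysis; strong numbers were not always called active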
# GPR55 LPI antagonism = inhibition of LPI-stimulated GPR55 beta-arrestin translocation – imaging, U2OS, beta-arrestin-GFP, LPI agonist, primary screen (AID 2013) | U2OS GPR55 beta-arrestin-GFP translocation imaging, LPI antagonism; higher % means a stronger effect | one-dose inhibition, % at 10 µM; IC50 in µM for titrated hits | 0.13% of 290,000 active;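 active means spots per cell inhibited over 60%, with over 100 cells counted and total cytoplasm intensity under 500,000; inconclusive means wells with under 100 cells, flagged as likely toxic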;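 further: U2OS cells stably carrying GPR55 and arrestin-GFP stimulated by 5 µM LPI near EC80; imaged beta-arrestin-GFP aggregate spots per cell after agonist stimulation; plate controls were LPI-stimulated DMSO wells for no effect and DMSO wells without LPI for full effect; some results filed as inactive read as strong as hits; confirmed hits need IC50 under 10 µM and bright autofluorescent wells are also inconclusive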
# GPR55 beta-arrestin = selective activators of receptor GPR55 – imaging, U2OS cells, beta-arrestin-GFP redistribution, primary screen (AID 1961). 0.048% of 290,000 active. one-dose activation, % at 10 µM; EC50 in µM for titrated hits. U2OS GPR55 beta-arrestin-GFP redistribution imaging; higher % means a stronger effect;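 active means activation above 40% with more than 50 cells counted in the well; inconclusive means wells holding fewer than 50 cells, flagged as toxic or sparse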;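 further: U2OS osteosarcoma cells stably expressing GPR55 and beta-arrestin-GFP; plate controls were DMSO negative control for no effect and LPI positive control for full effect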
# Lipid droplet = hepatic lipid droplet formation modulation; AML12 mouse hepatocytes, oleate lipid droplets, BODIPY imaging; 0.4% of 240,000 active; inhibition, % at 6.5 µM;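 active means lipid droplet intensity inhibited by at least 50%, with more than 500 cells counted; inconclusive means wells with under 300 cells, treated as cytotoxic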
#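 material = mouse AML12 hepatocyte cell line, fixed after treatment | also added = 100 µM oleic acid challenge | doses = compound at 6.5 µM only | schedule = overnight exposure | technique = Image-based BODIPY and DAPI two-channel analysis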
# LYP phosphatase = PTPN22 lymphoid phosphatase activity blockers – biochemical, fluorescence intensity, uHTS (AID 1779); 0.054% of 290,000 active; recombinant LYP phosphatase, fluorescence intensity; higher % means a stronger effect; inhibition, % at 11.5 µM; hits with a dose series show IC50 in µM; in the data active means inhibition above about 50%;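 further: plate controls were vehicle with enzyme for no effect and no enzyme for full effect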
# GPR35 antagonists = GPR35 antagonists blocking zaprinast-driven arrestin recruitment, primary screen, imaging, U2OS, beta-arrestin-GFP, zaprinast agonist (AID 2058) | U2OS GPR35 beta-arrestin-GFP translocation imaging, zaprinast antagonism; higher % means a stronger effect | inhibition, % at 10 µM, or IC50 in µM where a hit was titrated | 0.052% of 290,000 active;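 active means inhibition of at least 50% with at least 30 cells and total cytoplasm GFP at most 10,000,000; inconclusive means under 30 cells or total GFP of 10,000,000 plus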
# Lipid droplet cells 6.5 µM = second read-out of Lipid droplet, no call of its own (marks repeat the call); cell count; measured here: cell count, cytotoxicity flag;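 cells counted across two imaged fields per well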
# T cell modulator vesicle-bound % = recorded beside T cell modulator, whose call it bears; double positive events, %; measured here: CD8+ vesicle-bound cell fraction;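 binding gate set so that unloaded-vesicle control wells show 10% double positive cells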
# NTR1 agonist cell count 20 µM = further read-out of NTR1 agonist, marked with its call; cell count; measured here: cell count, cytotoxicity flag
# An asterisk follows results filed as active; i = inactive; ? = inconclusive; nt = not tested or not shown.
SMILES	T cell modulator	T cell modulator vesicle-bound %	Large T inhibition	NTR1 agonist	NTR1 agonist cell count 20 µM	MgcRacGAP inhibition	GPR55 LPI antagonism	GPR55 beta-arrestin	Lipid droplet	Lipid droplet cells 6.5 µM	LYP phosphatase	GPR35 antagonists
O=C(NCc1ccc2c(c1)OCO2)C1CCN(c2ncccn2)CC1	i	50	5%	0.0	90	-9%	7%	-0.2%	nt	nt	-2%	11%
CCCCCSc1nc2c(c(=O)[nH]c(=O)n2C)n1CC	i	25	8%	-1.9	72	5%	nt	nt	nt	nt	nt	nt
Cn1cnc([N+](=O)[O-])c1Oc1cccc2ccccc12	i	37	9%	0.0	46	-2%	-25%	0.1%	-17	638	-3%	-10%
CCCCN(C(=O)c1cc(-c2ccco2)nc2ccccc12)c1c(N)n(CCCC)c(=O)[nH]c1=O	i	11	27%	-0.4	60	5%	nt	nt	nt	nt	nt	nt
CCCC[n+]1ccn(-c2nc3c([N+](=O)[O-])cccc3n2C)c1	i	59	16%	1.7	63	5%	-1%	-0.1%	-7	786	-8%	22%
Cc1ccc(C(=O)n2nnc3ccccc32)cc1[N+](=O)[O-]	i	47	13%	1.0	59	4%	2%	-0.3%	-3	437	-6%	2%
O=C(CN1C(=O)/C(=C\c2cccc(F)c2)Oc2ccccc21)N1CCN(c2ccccn2)CC1	i	36	6%	1.0	51	0%	3%	0.2%	3	667	-11%	6%
CN(Cc1ccccc1)C(=O)c1ccc(Cl)c([N+](=O)[O-])c1	i	3	9%	2.5	40	6%	18%	0.9%	nt	nt	-4%	22%

# More entries
SMILES	T cell modulator	T cell modulator vesicle-bound %	Large T inhibition	NTR1 agonist	NTR1 agonist cell count 20 µM	MgcRacGAP inhibition	GPR55 LPI antagonism	GPR55 beta-arrestin	Lipid droplet	Lipid droplet cells 6.5 µM	LYP phosphatase	GPR35 antagonists
NC(=O)C1CCN(CC(=O)NCc2ccccc2)CC1	i	19	5%	1.0	80	7%	14%	-0.1%	12	829	0%	2%
COc1cccc(NC(=O)CN(C)C(=O)CCc2nc3sc4c(c3c(=O)[nH]2)CCCC4)c1	i	17	10%	2.4	63	6%	-3%	0.7%	-16	663	3%	-7%
O=[N+]([O-])c1cccc(-c2nc(-c3ccccc3)no2)c1	i	52	23%	0.6	30	10%	0%	0.2%	6	721	-10%	7%
COc1ccc(C(=O)N(Cc2ccccc2)c2cccc(C)c2)cc1S(=O)(=O)N1CCOCC1	i	28	14%	-0.4	76	5%	nt	nt	nt	nt	nt	nt
CCC(C)C(NC(=O)c1ccccc1NC(=O)c1ccc(OC)cc1)C(=O)NCc1ccco1 (stereo not given)	i	38	12%	3.0	41	6%	7%	-0.1%	70*	720*	-2%	-4%
CCCOC1CCCN(C(=O)CCc2nnc(Cc3cccc(C)c3)o2)C1 (stereo not given)	i	1	7%	-1.0	28	-4%	8%	0.6%	0	718	-4%	-4%
CCN(c1ccccc1)S(=O)(=O)c1ccc(F)c(C(=O)O)c1	i	58	-1%	-0.4	68	6%	8%	-0.1%	-1	691	1%	1%
O=C(COC(=O)C1CCC1)Nc1ccc(OC(F)F)cc1	i	31	7%	-2.1	93	4%	-9%	0.1%	14	810	-4%	18%

# Rewritten with each value named: 2 of the compounds above
> COc1cccc(NC(=O)CN(C)C(=O)CCc2nc3sc4c(c3c(=O)[nH]2)CCCC4)c1
  T cell modulator: i	T cell modulator vesicle-bound %: 17	Large T inhibition: 10%	NTR1 agonist: 2.4	NTR1 agonist cell count 20 µM: 63	MgcRacGAP inhibition: 6%	GPR55 LPI antagonism: -3%	GPR55 beta-arrestin: 0.7%	Lipid droplet: -16	Lipid droplet cells 6.5 µM: 663	LYP phosphatase: 3%	GPR35 antagonists: -7%

> COc1ccc(C(=O)N(Cc2ccccc2)c2cccc(C)c2)cc1S(=O)(=O)N1CCOCC1
  T cell modulator: i	T cell modulator vesicle-bound %: 28	Large T inhibition: 14%	NTR1 agonist: -0.4	NTR1 agonist cell count 20 µM: 76	MgcRacGAP inhibition: 5%	GPR55 LPI antagonism: nt	GPR55 beta-arrestin: nt	Lipid droplet: nt	Lipid droplet cells 6.5 µM: nt	LYP phosphatase: nt	GPR35 antagonists: nt

# Additional entries
SMILES	T cell modulator	T cell modulator vesicle-bound %	Large T inhibition	NTR1 agonist	NTR1 agonist cell count 20 µM	MgcRacGAP inhibition	GPR55 LPI antagonism	GPR55 beta-arrestin	Lipid droplet	Lipid droplet cells 6.5 µM	LYP phosphatase	GPR35 antagonists
CCOC(=O)c1c(NC(=O)c2ccn(CC)n2)sc2c1CCC2	i	20	7%	12	60	9%	-8%	-0.2%	-2	817	-1%	6%
Nc1ccc(-n2nc3ccccc3n2)cc1	i	49	21%	0.3	49	-5%	nt	nt	nt	nt	nt	nt
CCOc1ccc2nc(NC3=NC(C)(C)C=C(C)N3)nc(C)c2c1	i	27	12%	-3.0	22	3%	2%	-0.2%	-24	684	-4%	-5%
Cc1nc(NS(=O)(=O)c2ccc(Br)cc2)c2c3c(sc2n1)CCC3	i	57	8%	1.3	41	13%	-3%	0.3%	nt	nt	-2%	3%
COc1ccc(NC(=O)CN(C)C(=O)/C=C/c2cn(-c3ccccc3)nc2-c2cccs2)cc1	i	14	21%	0.5	61	12%	nt	nt	nt	nt	nt	nt
O=C1CCCN1c1ccc(S(=O)(=O)N2CCCCC2)cc1[N+](=O)[O-]	i	32	19%	1.6	28	5%	5%	-0.1%	0	759	-3%	6%
COc1ccc(CCNC(=O)CCCc2ccccc2)cc1	i	62	24%	1.3	62	12%	-6%	0.4%	0	801	-12%	-2%
CC(C)CCC(CCNCc1ccccn1)c1ccc(Cl)cc1 (stereo not given)	i	39	2%	19	93	27%	7%	0.0%	-12	818	-1%	-17%

# The results go on.
SMILES	T cell modulator	T cell modulator vesicle-bound %	Large T inhibition	NTR1 agonist	NTR1 agonist cell count 20 µM	MgcRacGAP inhibition	GPR55 LPI antagonism	GPR55 beta-arrestin	Lipid droplet	Lipid droplet cells 6.5 µM	LYP phosphatase	GPR35 antagonists
O=C(N/N=C/c1ccncc1)c1cc2c(ccc3ccccc32)o1	i	54	11%	-0.7	47	11%	8%	-0.1%	nt	nt	-2%	5%
C/C(=N\NC(=O)CSCc1ccccc1Cl)c1cccc(NC(=O)c2ccccc2)c1	i	10	14%	2.6	97	5%	5%	-0.4%	-25	732	-2%	-3%
Cc1cccc(-[n+]2c(C)cc(C)c3c(=O)[nH]c(=O)[nH]c32)c1	i	66	18%	2.8	59	-2%	6%	0.0%	-14	655	-20%	14%
O=C1CN(C(=O)CNCc2ccccc2Cl)c2ccccc2N1	i	6	-2%	-0.7	54	?	9%	-0.2%	-3	740	-9%	12%
CCn1nc(C)c(/C=C2\CCCC3=C2OC(N)=C(C#N)C3c2c(C)nn(CC)c2C)c1C (stereo not given)	i	11	8%	0.4	52	nt	19%	0.0%	nt	nt	-3%	-5%
Cc1sc2nc(SCC(=O)N3CCOCC3)[nH]c(=O)c2c1-c1ccccc1	i	57	26%	0.4	56	7%	3%	-0.1%	-3	850	-2%	-17%
Cc1cc(NC(=O)c2ccc(S(=O)(=O)N(C)CC3CCCO3)cc2)no1 (stereo not given)	i	52	4%	-1.1	53	9%	9%	0.0%	14	695	-8%	-3%
CCNC(=O)C12CCC(C)(C(=O)C1Br)C2(C)C (stereo not given)	i	45	20%	1.5	65	-2%	-12%	-0.3%	4	642	-7%	-4%

# Three entries from above, set out differently.
# Screens in order – T cell modulator, T cell modulator vesicle-bound %, Large T inhibition, NTR1 agonist, NTR1 agonist cell count 20 µM, MgcRacGAP inhibition, GPR55 LPI antagonism, GPR55 beta-arrestin, Lipid droplet, Lipid droplet cells 6.5 µM, LYP phosphatase, GPR35 antagonists
CCn1nc(C)c(/C=C2\CCCC3=C2OC(N)=C(C#N)C3c2c(C)nn(CC)c2C)c1C (stereo not given)
 : i, 11, 8%, 0.4, 52, nt, 19%, 0.0%, nt, nt, -3%, -5%
Cc1sc2nc(SCC(=O)N3CCOCC3)[nH]c(=O)c2c1-c1ccccc1
 : i, 57, 26%, 0.4, 56, 7%, 3%, -0.1%, -3, 850, -2%, -17%
Cc1cc(NC(=O)c2ccc(S(=O)(=O)N(C)CC3CCCO3)cc2)no1 (stereo not given)
 : i, 52, 4%, -1.1, 53, 9%, 9%, 0.0%, 14, 695, -8%, -3%

# New compounds follow:
SMILES	T cell modulator	T cell modulator vesicle-bound %	Large T inhibition	NTR1 agonist	NTR1 agonist cell count 20 µM	MgcRacGAP inhibition	GPR55 LPI antagonism	GPR55 beta-arrestin	Lipid droplet	Lipid droplet cells 6.5 µM	LYP phosphatase	GPR35 antagonists
Cc1nc(NC(=O)CN2CCN(c3cccc(Cl)c3)CC2)sc1C(=O)N(C)C	i	54	23%	0.8	73	2%	9%	0.6%	6	848	-4%	7%
COc1ccc(/C=N/Nc2cc(C)nc(-n3nc(C)cc3C)n2)cc1	i	31	14%	5.4	29	9%	12%	0.1%	-26	515	-2%	-9%
CCOc1ccc(C2/C(=C(/O)c3ccc4c(c3)CC(C)O4)C(=O)C(=O)N2CC2CCCO2)cc1 (stereo not given)	i	7	13%	0.7	62	8%	4%	-0.2%	15	712	0%	-14%
CCOc1ccc(NS(=O)(=O)c2ccc(N)cc2)cc1	i	15	2%	-2.5	83	1%	20%	-0.1%	-5	766	-8%	-10%

# Screens: PubChem, several laboratories
